Assay outcomes as filed in PubChem BioAssay.
GSK3B inh: human GSK3beta kinase inhibitors, primary screen, biochemical, cell-free homogeneous, HTS | Glycogen synthase kinase-3 beta (Homo sapiens), P49841 | GST-GSK3beta kinase, ADP-Glo luminescence, 60 min; active compounds read low | activity score (negative = inhibition), % at 10 µM | 300,000 compounds, 0.038% hits | AID 2097, 2009;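 active = more than half of replicate wells score below -50%, meaning over 50% inhibition versus plate controls; inconclusive = some replicates but at most half score below -50%; inactive = no replicate scores below -50%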;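 also: 0% = median DMSO wells and -100% = median GW8510 positive control wells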
Target sequence (P49841 whole entry, looked up): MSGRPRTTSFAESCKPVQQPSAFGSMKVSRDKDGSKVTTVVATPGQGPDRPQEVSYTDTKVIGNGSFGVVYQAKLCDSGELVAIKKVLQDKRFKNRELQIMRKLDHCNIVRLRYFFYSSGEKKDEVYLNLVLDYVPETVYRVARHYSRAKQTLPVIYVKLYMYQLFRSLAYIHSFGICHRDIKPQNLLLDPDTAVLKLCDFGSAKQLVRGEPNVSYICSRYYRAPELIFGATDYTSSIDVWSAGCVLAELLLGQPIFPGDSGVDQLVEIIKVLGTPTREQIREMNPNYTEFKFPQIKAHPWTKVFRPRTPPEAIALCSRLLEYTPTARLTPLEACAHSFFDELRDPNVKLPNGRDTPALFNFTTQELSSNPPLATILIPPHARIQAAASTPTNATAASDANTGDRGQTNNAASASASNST
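Test system – GST-tagged human GSK3beta kinase, cell-free · Incubation – 60 min enzyme reaction, room temperature · Signal – ADP-Glo luminescence · Also added – peptide substrate and ATP at 25 µM · Controls – DMSO neutral wells and GW8510 at 20 µM as positive · Buffer or medium – Tris/MgCl2 kinase buffer · Measure – Luminescence-derived activity versus plate DMSO and GW8510 wells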
AI-2 QS modul: Vibrio harveyi AI-2 quorum sensing modulators, primary screen, JMH597 strain, luminescence/OD600 ratio; Vibrio harveyi JMH597 AI-2 luminescence/OD600 ratio, 9 h; active compounds read low; strain lacks LuxN and CqsS sensors; 0 = neutral-control median; activity change, % at 7.5 µM; AID 2094, 2009; 300,000 compounds, 0.4% hits; in the data active = activity change below about -75%, passing the limit was not always enough; inconclusive = no clear call, values can overlap the other calls;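 also: luminescence divided by OD600 gain over 9 h not by final OD600 alone; inactives centre near 13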
HSP90 inh: HSP90 inhibitors, primary screen, cell lysate, luminescence. Rabbit reticulocyte lysate, luciferase refolding luminescence, 3 h. Heat shock protein HSP 90 (rabbit reticulocyte lysate; luciferase refolding). inhibition, % at 5.6 µM. 290,000 compounds, 0.91% hits;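 active = inhibition above the screen-wide mean plus 3 SD, computed separately per campaign, cut at about 16% in these data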;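 also: 0% = DMSO wells and 100% = 60 µM geldanamycin wells; inhibitors lower the luminescence because luciferase stays unfolded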
KLF5 inh: KLF5 expression inhibitors, primary screen, DLD-1 cells, luminescence | DLD-1 KLF5 promoter-luciferase reporter | inhibition, % at 5 µM | 290,000 compounds, 0.23% hits;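 active = inhibition above a per-plate limit of that plate's mean compound inhibition plus 3 SD, cut at about 60% in these data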;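 also: 0% = DMSO wells and 100% = LY294002 at 200 µM; higher means less KLF5 promoter-driven luciferase light; inactives centre near -14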
HIF act: HIF pathway transcriptional activators, primary screen, cell-based, U2OS HRE-luciferase, luminescence. U2OS HRE-luciferase reporter; normalized: DMSO 0%, desferrioxamine 100%. 300,000 compounds, 0.32% hits. activation, % at 7.5 µM (by protocol);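 active = mean activation of at least 10% of the iron chelator positive control signal, with at least half of replicates also reaching 10%; inconclusive = mean and replicate majority disagree about reaching 10%; inactive = mean and most replicates under 10%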
HSF1 inh: HSF1 inhibitors in luciferase reporter cells, primary screen, cell-based, NIH3T3, luminescence; AID 2098, 2009; 300,000 compounds, 0.77% hits; activity change, negative = inhibition, % at 7.5 µM (by protocol); NIH3T3-HGL HSE-luciferase, MG132-induced, luminescence 8 h; active compounds read low;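 active = more than half of replicate wells show activity change below -50%, luminescence cut by over half; inconclusive = some wells, but at most half, below -50%; inactive = no replicate well below -50%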;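 also: luciferase reports HSF-1 transcriptional activity via heat shock element; 0% = median of DMSO wells and -100% = zero luminescence signal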
aSyn UTR inh: MLPCN primary screen, SNCA 5' untranslated region | 300,000 compounds, 0.82% hits | alpha-synuclein 5'UTR reporter, inhibitor activity | inhibition, % (tested at 7.5 µM); in the data active = inhibition above about 60%; inconclusive = no clear call, values can overlap the other calls;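 also: H4 neuroglioblastoma cells stably carrying SNCA 5'UTR luciferase fusion; 0% = DMSO wells and 100% = positive control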
GSK3A inh: blockers of GSK3A enzyme activity – biochemical, luminescence, cell-free homogeneous, HTS, primary screen; 320,000 compounds, 0.1% hits; GSK-3 alpha kinase, ADP-Glo luminescence, 60 min; inhibition, % at 10 µM; AID 2650, 2010;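 in the data active = inhibition above about 50%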;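 also: GST-tagged GSK-3 alpha with peptide substrate and 25 µM ATP; 0% = DMSO neutral wells and 100% = GW8510 positive control wells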
Target sequence (P49840 whole entry, looked up): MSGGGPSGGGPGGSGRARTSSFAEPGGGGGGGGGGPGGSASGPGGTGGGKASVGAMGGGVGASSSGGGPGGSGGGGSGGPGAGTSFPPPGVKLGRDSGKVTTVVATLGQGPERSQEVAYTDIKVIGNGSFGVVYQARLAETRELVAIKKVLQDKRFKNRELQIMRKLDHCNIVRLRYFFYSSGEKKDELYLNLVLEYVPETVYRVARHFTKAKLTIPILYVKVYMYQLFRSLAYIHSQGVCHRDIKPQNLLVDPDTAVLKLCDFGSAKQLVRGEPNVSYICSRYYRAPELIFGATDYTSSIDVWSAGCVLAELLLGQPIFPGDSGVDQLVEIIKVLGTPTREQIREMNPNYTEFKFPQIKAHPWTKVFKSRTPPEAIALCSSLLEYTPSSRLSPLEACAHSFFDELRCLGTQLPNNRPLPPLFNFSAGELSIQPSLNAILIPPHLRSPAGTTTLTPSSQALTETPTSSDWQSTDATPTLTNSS
IEC-6 cytotox: cytotoxicity in IEC-6 intestinal epithelial cells, primary screen, cytotoxicity control for KLF5 inhibitor project, cell-based, luminescence. IEC-6 cytotoxicity, luminescence viability. inhibition, % at 5 µM. 290,000 compounds, 0.78% hits. AID 1825, 2009; in the data active = inhibition above about 22%;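 also: 0% = plate median of test compound wells and 100% = cytotoxic reference compound wells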
HSF1 activator: HSF-1 activators, primary screen, NIH3T3-HGL cells, MG132 stress, luminescence, single point; NIH3T3-HGL HSF-1 luciferase reporter, 8 h; 100% = twice DMSO control signal; activation, % at 9 µM; 300,000 compounds, 1.7% hits;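 active = mean replicate activation of at least 50% with a set share of replicates each reaching 50%; inconclusive = only one of those two conditions met; inactive = mean below 50% and too few replicates reaching it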;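 also: 0% = median of the neutral control wells and 100% = twice that signal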
Active calls of the source: *; u = inconclusive; x = not tested or not shown.

SMILES | GSK3B inh | AI-2 QS modul | HSP90 inh | KLF5 inh | HIF act | HSF1 inh | aSyn UTR inh | GSK3A inh | IEC-6 cytotox | HSF1 activator
CC#CP(=O)(OC)C(O)(CF)c1ccccc1 (stereo not given) | 1 | 1 | 1 | -5 | -0.2 | -5 | 7 | -2 | 12 | -8
Cn1ccc(NC(=O)CCl)n1 | x | x | 1 | -8 | -1.1 | -3 | -70 | 3 | -3 | -4
CCOc1ccc(-n2c(O)c(N=Nc3ccc([N+](=O)[O-])cc3)c(=O)[nH]c2=O)cc1 | 2 | 9 | -3 | -6 | 0.7 | 23 | -11 | 0 | -8 | 31
Cc1ccc(N2C(=O)NC(=O)/C(=C\c3ccc(N4CCOCC4)cc3)C2=O)cc1 | 0 | 29 | -1 | 2 | -1.1 | 4 | 1 | -2 | -3 | -7
Cc1cc(C(=O)CS(=O)(=O)c2ccc(F)cc2)cc(C)c1OC(=O)N(C)C | 4 | 21 | 4 | -18 | 1.6 | 18 | -135 | -1 | 8 | 24
CN(C)C1=NC(N(C)C)=NP(N(C)C)(N(C)C)=N1 | 0 | 6 | 1 | -14 | -0.5 | 0 | -16 | x | 3 | 5
Cc1ccc(OCC(=O)N2CCN(C3CCC(c4ccccc4)CC3)CC2)cc1 (stereo not given) | -1 | 12 | -5 | -1 | -0.1 | -5 | 14 | -2 | -10 | -5
Cc1cccc(CNCCc2c[nH]c3ccccc23)c1 | -1 | 33 | 0 | -40 | -6.5 | -9 | 13 | -2 | 0 | 6
CC(C)CN1CCN(Cc2ccc(F)cc2Cl)CC1CCO (stereo not given) | -2 | 11 | 0 | -15 | -0.5 | -6 | -4 | -1 | -2 | -13
CNCCc1ccc(OC)c(OC)c1 | 3 | 13 | x | x | 0.0 | -8 | 12 | 2 | x | 1
O=[N+]([O-])c1cccc(CN2CCN(Cc3ccc(Cl)cc3)CC2)c1 | 0 | 12 | 4 | 3 | 0.0 | 3 | -1 | -1 | 1 | 9
COc1ccc(OC)c(C(c2c(O)c3ccccc3oc2=O)c2c(C)n(C)n(-c3ccccc3)c2=O)c1 (stereo not given) | 0 | 8 | -2 | -14 | -0.1 | 2 | -2 | 0 | -5 | -8
CCCCN1C(=O)/C(=C/c2ccc(N(C)C)cc2)C(=O)N(Cc2ccco2)C1=O | -2 | 11 | 5 | -13 | -0.3 | -5 | 3 | -1 | 2 | 8
CCn1cc(C=C2C(=O)NC(=O)NC2=O)c2ccccc21 | 0 | 16 | -2 | -37 | 2.4 | -2 | 0 | -1 | -5 | 4
COc1ccccc1OCCCn1cc(C(=O)C2CC2)c2ccccc21 | -3 | 32 | 3 | -17 | -0.1 | 6 | 1 | -2 | -2 | -13
N#Cc1ccccc1Cn1cc(C(=O)C2CC2)c2ccccc21 | 0 | 15 | 4 | 5 | -0.2 | 9 | 25 | -3 | -5 | 2
Cc1cc(/C=C2\C(=O)NC(=O)N(c3ccc(F)cc3)C2=O)c(C)n1-c1cccc(C(=O)O)c1 | 4 | 13 | 4 | -37 | 0.0 | -2 | -3 | -3 | -3 | -19
O=C(CCC(=O)N1CC2C[C@@H](C1)Cn1c2cccc1=O)NCCc1ccccc1 | 0 | 18 | -4 | -15 | 0.0 | -4 | 8 | 0 | 3 | -4
COCc1cc(OC(=O)N(C)C)nc2c1c(C)nn2C | 2 | 7 | -2 | -32 | -0.4 | 3 | -6 | 0 | 0 | 3
OC(CNC1CCCCC1)c1ccccc1 (stereo not given) | 5 | 8 | -1 | 25 | 0.6 | -19 | 12 | 0 | 2 | -39
COc1cccc(C2(O)CCN(CC(=O)Nc3nc(C)cs3)CC2)c1 | -1 | 14 | 1 | -17 | -0.1 | -3 | -7 | -2 | 3 | 6
CC(C)[C@]12O[C@H]1[C@@H]1O[C@]13[C@]1(O[C@H]1C[C@H]1C4=C(CC[C@@]13C)C(=O)OC4)[C@@H]2O | 3 | 24 | -3 | 104* | -2.6 | -68* | 124* | -3 | 97* | -72
COc1ccc(/C=C/C(=O)c2c(O)n(CCC3=CCCCC3)c(=O)[nH]c2=O)cc1OC | 0 | 9 | -1 | -23 | 0.0 | 5 | -39 | 0 | 0 | -2
c1ccc(-c2nc(N3CCOCC3)s[n+]2-c2ccccc2)cc1 | 4 | 12 | 3 | -14 | 2.2 | 11 | -75 | 1 | 5 | 10
Cc1nc2cc(-c3cccc(F)c3)nn2c(C)c1CCC(=O)N1CCC2(CC1)OCCO2 | 5 | 3 | -1 | -5 | -2.9 | -5 | 77* | -1 | -1 | -10
C[C@]12CCC3C(CCC4=CC(O)CC[C@@]43/C=N/O)C1(O)CCC2C1=CC(=O)OC1 (stereo not given in full) | 1 | 19 | -2 | 91* | -4.2 | 0 | 113* | -2 | 1 | -5
N=c1sccn1Cc1ccc(Cl)cc1Cl | -5 | 17 | -1 | -1 | 0.2 | -11 | 5 | 0 | 3 | 0
FC(F)(F)Oc1ccc(NC2=NCCCS2)cc1 | 2 | 15 | 2 | -37 | 2.6 | 2 | -50 | -1 | 3 | 12
c1ccc2sc(N3CCNCC3)nc2c1 | x | x | -4 | -44 | 0.8 | 2 | -5 | x | 10 | 1
Oc1ccc(/C=N/NP(=S)(c2ccccc2)c2ccccc2)cc1O | 2 | 5 | -2 | -15 | 0.0 | 1 | -13 | -1 | 6 | 8
O=S(=O)(c1ccccc1)N1CCN2CCCC2C1 (stereo not given) | -5 | 11 | -4 | -16 | -1.2 | 1 | 11 | -1 | 7 | 27
CCCCCCCCN=Cc1c(O)[nH]c(=O)[nH]c1=O | -1 | 10 | 0 | -1 | 0.6 | -5 | 6 | -2 | -7 | -5
C=CCn1c(O)c(/C(C)=N/N2CCCCCC2)c(=O)[nH]c1=O | -15 | 14 | -4 | -7 | -0.3 | 5 | 9 | 32 | 2 | 13
Cc1cc(OCC(=O)OC(C)(C)C)c2c3c(c(=O)oc2c1)CCC3 | 0 | 28 | x | x | -0.3 | -1 | 22 | -2 | x | 0
Clc1ccc(NC2=NCCCS2)cc1Cl | -1 | 19 | 4 | -13 | 0.3 | 8 | -48 | -2 | -4 | 12
O=C(CN1C2CCC1CC(O)(c1cccnc1)C2)Nc1ccc2c(c1)OCO2 (stereo not given) | -2 | 11 | 0 | 11 | 0.8 | -9 | 3 | 0 | 3 | -4
Cc1ccc2c(c1)c(=O)c1c3n2CCN(CC2CO2)C3CC1 (stereo not given) | -6 | 33 | 1 | 0 | 0.0 | -13 | 16 | -6 | 0 | 1
N#Cc1ccc(NC(=O)CN2CCCCCC2)cc1Cl | 0 | 13 | 0 | -7 | -0.2 | 4 | 25 | -2 | 2 | -7
CCCCn1c(O)c(C(C)=NC(C)c2ccccc2)c(=O)[nH]c1=O (stereo not given) | 0 | 8 | 3 | -39 | 0.0 | 10 | 13 | x | 3 | 27
Cc1cccc(-n2c(O)c(C)c(=O)[nH]c2=S)c1 | 5 | 2 | -2 | -32 | 0.4 | -1 | -14 | x | -3 | -8
CCC12CN3CCN(CC(C3)/C1=N/NC(N)=O)C2 | -1 | 17 | 0 | -29 | 0.0 | 2 | 7 | -1 | 3 | -7
CCCn1cc2c3c(cccc31)C1CC(C)CN(C)C1C2 (stereo not given) | 0 | 4 | -3 | -10 | 2.3 | -7 | 6 | x | 4 | 2
COc1ccc(CNCCc2ccc3c(c2)OCO3)c(OC)c1OC | 0 | 36 | 1 | -41 | -5.2 | -2 | 10 | 0 | -1 | 8
O=C(O)C1CN2CCC1CC2 (stereo not given) | 4 | 11 | -3 | 1 | 0.3 | 3 | 7 | 0 | 6 | 8
CN(C)C1=NP(N(C)C)(N(C)C)=NC(c2ccccc2)=N1 | 0 | 1 | 3 | -34 | 0.9 | -5 | 11 | -1 | 0 | -16

An excerpt from above, limited to HIF act and AI-2 QS modul.
mol | HIF act | AI-2 QS modul
CCC12CN3CCN(CC(C3)/C1=N/NC(N)=O)C2 | 0.0 | 17
CCCn1cc2c3c(cccc31)C1CC(C)CN(C)C1C2 (stereo not given) | 2.3 | 4

Next results
SMILES | GSK3B inh | AI-2 QS modul | HSP90 inh | KLF5 inh | HIF act | HSF1 inh | aSyn UTR inh | GSK3A inh | IEC-6 cytotox | HSF1 activator
CCOC(=O)c1c(C)n(CC(O)CN2CCOCC2)c2cc(Br)c(OC)cc12 (stereo not given) | 3 | 0 | 0 | -33 | -0.2 | -2 | -1 | -1 | 2 | -10
CC/C(=N\N1CCCCC1)c1c(O)[nH]c(=O)[nH]c1=O | 1 | 9 | -6 | -62 | -0.2 | -8 | u | 10 | -6 | -3
CN1C(=O)/C(=C\N2CCc3ccccc32)C(=O)NC1=S | 0 | 20 | 1 | 3 | -2.9 | -2 | 3 | -3 | -1 | -4
CN1CCN(c2ncc(C=O)s2)CC1 | 1 | 22 | -1 | -12 | -0.1 | -4 | 23 | -1 | 4 | 5
Cc1nc2ccc(Cl)cc2c(-c2ccccc2)c1C(=O)O | 2 | 17 | -1 | -12 | -0.3 | -9 | 7 | -5 | -2 | 2
CCCCn1c(C)c(C(=O)O)c2cc(OC)ccc21 | 3 | 7 | -4 | 10 | -0.4 | -7 | 22 | -6 | 6 | -22
OC(c1ccccc1)(c1ccccc1)c1ccncc1 | -5 | 14 | 1 | -16 | -0.2 | -4 | -4 | x | -4 | -3
C=C(C)CSc1nnc([C@@H](N)Cc2ccccc2)o1 | 7 | 18 | 5 | -32 | 0.8 | 10 | -2 | -2 | -5 | 14
Cc1cccc(-n2c(O)c(C=NCCN3CCCCC3)c(=O)[nH]c2=O)c1 | 4 | 17 | -1 | -22 | 0.3 | -11 | 19 | -1 | -1 | -27
CCOC(=O)c1ccc(N=Cc2c(O)n(-c3ccc(OC)cc3)c(=S)[nH]c2=O)cc1 | -2 | -7 | 3 | -24 | 1.1 | x | -41 | -3 | 2 | x
COC(=O)c1ccc(-n2c(C)nc3ccccc3c2=O)cc1 | 1 | 7 | -1 | -35 | 0.1 | 0 | -3 | -4 | -5 | 6
COc1ccccc1N1CCN(C2CCCN(C(=O)COc3ccccc3Cl)C2)CC1 (stereo not given) | 3 | 6 | -2 | -9 | 0.2 | 2 | 12 | x | 5 | 41

These rows are one share of the data; count on the stated rates, not on these rows.
